# Compound activity (PubChem BioAssay)
# thrombin 1536: inhibitors of human thrombin | alpha-thrombin, Boc-VPR-AMC fluorogenic substrate cleavage | 0.26% of 220,000 active | inhibition, % at 5 µM | P00734;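 active = inhibition at or above 40%; inactive = inhibition below 40%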;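 note: 0% = enzyme with no compound and 100% = wells without enzyme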
#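 Material: human alpha-thrombin protein. Incubation: reaction at ambient temperature. Technique: fluorescence of released AMC, ex 355 nm, em 460 nm. Control set: no-compound enzyme wells and no-enzyme blanks. Also added: Boc-VPR-AMC substrate, 15 µM final. Buffer or medium: pH 7.5 Tris (50 mM) with NaCl 150 mM, Tween 20 0.05%.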
# FXIIa inh 1536: factor XIIa (human) inhibition. purified FXIIa, Boc-QGR-AMC fluorogenic substrate, 2 h. inhibition, % at 5 µM. 0.3% of 220,000 active. P00748; in the data active = inhibition above about 40%;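 note: 0% = enzyme with no compound and 100% = blank without enzyme; many of its hits are not listed in these tables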
# m-calpain inh: blocks pig calpain II enzyme activity; purified calpain II, fluorogenic peptide substrate, 30 min; inhibition, % at 16 µM; 0.37% of 220,000 active;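 active = inhibition above about 50%, limit read from the data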
# hK5 inh: blocks human kallikrein 5 protease activity. recombinant hK5, fluorogenic AMC substrate cleavage. inhibition, % at 5 µM. 0.59% of 210,000 active. AID 873;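 active = inhibition of 40% or more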;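 note: 0% = enzyme controls without compound and 100% = no-enzyme blanks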
# Target sequence (Q9Y337 67-293 limits assumed): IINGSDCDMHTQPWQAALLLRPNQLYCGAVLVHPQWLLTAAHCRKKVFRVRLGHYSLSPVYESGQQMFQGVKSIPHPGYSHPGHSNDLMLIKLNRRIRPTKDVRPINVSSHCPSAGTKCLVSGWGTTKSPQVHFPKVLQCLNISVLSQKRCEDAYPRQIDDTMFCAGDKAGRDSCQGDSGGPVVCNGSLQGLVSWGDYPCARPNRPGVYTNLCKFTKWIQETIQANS
# Rad51 HR inh: Rad51 (human) homologous recombination inhibition; Q06609; hRad51 DNA strand exchange, fluorescence dequenching; inhibition, % at 10 µM; 0.085% of 200,000 active; AID 1385;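 active = inhibition above 40% at the single screening dose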;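 note: 0% = DMSO control wells and 100% = blanks with heterologous ssDNA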
#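 System: human Rad51 nucleoprotein filaments preassembled on unlabelled ssDNA. Reagent: labelled 47-mer dsDNA for strand exchange. Schedule: 30-min compound preincubation and 15-min exchange, both room temperature. Measured by: FRET fluorescence dequenching, excitation 485 nm, emission 520 nm. Read-out: Fluorescence-based percent inhibition, control- and blank-normalised. Benchmarks: plate controls and plate blanks.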
# Furin inh: inhibitors of human furin; P09958; purified furin, fluorogenic substrate cleavage; inhibition, % at 30 µM; 0.061% of 220,000 active; AID 463115; in the data active = inhibition above about 25%; note: inactives centre near -15
# KCC2 mod: modulates chloride dependent transport by human KCC2; KCC2 cells, thallium flux FluoZin-2 fluorescence; B-score of Tl+ flux slope (higher = more flux/activation; lower = inhibition) at 10 µM; 2.2% of 190,000 active;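 active = thallium flux slope and its plate-corrected score both differing from the plate sample mean at a set confidence after two filtering rounds, in either direction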;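 note: slope of fluorescence scaled to starting intensity during 10 to 20 s after thallium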
# FXIa inh: blocks human coagulation factor XIa protease activity; 0.14% of 220,000 active; P03951; inhibition, % at 5 µM; purified FXIa, Boc-Glu-Ala-Arg-AMC fluorogenic substrate;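 active = inhibition of at least 40%; inactive = inhibition below 40%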;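 note: fluorescence of freed AMC excited at 355 nm; 0% = enzyme without compound and 100% = no enzyme blank; many of its hits are not listed in these tables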
# Target sequence (P03951 19-387 limits assumed): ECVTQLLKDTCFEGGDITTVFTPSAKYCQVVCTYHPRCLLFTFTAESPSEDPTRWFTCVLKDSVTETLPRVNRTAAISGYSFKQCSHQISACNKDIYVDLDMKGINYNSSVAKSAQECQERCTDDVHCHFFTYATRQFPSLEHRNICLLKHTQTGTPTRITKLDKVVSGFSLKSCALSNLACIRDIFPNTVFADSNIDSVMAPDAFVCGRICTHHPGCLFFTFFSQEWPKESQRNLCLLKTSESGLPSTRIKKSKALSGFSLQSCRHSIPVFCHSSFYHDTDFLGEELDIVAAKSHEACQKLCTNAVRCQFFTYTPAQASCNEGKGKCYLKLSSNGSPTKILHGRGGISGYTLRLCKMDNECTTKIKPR
# Target sequence (P03951 388-625 limits assumed): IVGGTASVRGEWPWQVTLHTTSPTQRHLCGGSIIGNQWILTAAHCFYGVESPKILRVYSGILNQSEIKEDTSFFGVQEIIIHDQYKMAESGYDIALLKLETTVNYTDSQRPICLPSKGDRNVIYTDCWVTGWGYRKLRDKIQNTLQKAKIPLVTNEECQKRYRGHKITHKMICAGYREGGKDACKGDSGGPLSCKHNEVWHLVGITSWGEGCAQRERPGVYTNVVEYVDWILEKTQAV
# PERK inhibitor: human PERK inhibition, primary cell-based screen; Q9NZJ5; CHO PERK-DD fusion, SEAP luminescence translation reporter; inhibition, % at 5.6 µM; 0.17% of 220,000 active;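 active = inhibition above the mean inhibition of all tested compounds plus 3 SD, set separately per screening campaign, cut at about 2.9% in these data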;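 note: PERK kinase domain activated by AP20187 dimerizer at 100 nM; 0% = DMSO with dimerizer and 100% = rapamycin at 8.4 µM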
# * = called active by the depositor; nt = not tested or not shown; [ ] = remark or other dose. An excerpt. The share of hits here may be higher or lower than overall.
# Preview, two compounds:
item	smiles	thrombin 1536	FXIIa inh 1536	m-calpain inh	hK5 inh	Rad51 HR inh	Furin inh	KCC2 mod	FXIa inh	PERK inhibitor
1	COc1cc(N=Nc2cccc(S(N)(=O)=O)c2)c2ccccc2c1N	3.5	7.7	14.4	-2.7	-29.4	-1.5	-2	0.1	0.1
2	COc1ccc2c(CC(=O)N(C)CC3COc4ccccc4O3)coc2c1 (stereo unspecified)	0.9	16.1	2.0	-0.9	-11.1	-5.0	-0.22	-0.9	-0.6

# The list itself, repeating the preview:
item	smiles	thrombin 1536	FXIIa inh 1536	m-calpain inh	hK5 inh	Rad51 HR inh	Furin inh	KCC2 mod	FXIa inh	PERK inhibitor
1	COc1cc(N=Nc2cccc(S(N)(=O)=O)c2)c2ccccc2c1N	3.5	7.7	14.4	-2.7	-29.4	-1.5	-2	0.1	0.1
2	COc1ccc2c(CC(=O)N(C)CC3COc4ccccc4O3)coc2c1 (stereo unspecified)	0.9	16.1	2.0	-0.9	-11.1	-5.0	-0.22	-0.9	-0.6
3	COc1ccc2c(C)cc3nncn3c2c1	-9.3	10.2	7.2	-5.7	-20.4	-12.3	-0.129	3.2	0.8
4	Cc1ccc(CNc2ncnc3cc(Cl)ccc23)o1	-5.2	7.9	-16.3	9.9	3.4	-17.8[20 µM]	0.362	-3.7	-0.5
5	CCOC(=O)c1cc2c(=O)n3ccccc3nc2n(CC2CCCO2)c1=NC(C)=O (stereo unspecified)	nt	nt	nt	nt	-0.9	-183.9[20 µM]	1.63	nt	0.1
6	C=CCNc1cc(C)oc(=O)c1C(=O)CCC	0.6	17.1	-41.4	-5.5	-4.7	-18.4[20 µM]	0.313	2.3	0.5
7	O=[N+]([O-])c1cccc(CNCc2ccccc2)c1	11.4	2.3	-30.7	-3.9	-2.2	-22.6	0.437	-7.3	-0.1
8	CC(=O)c1cccc(NC(=O)c2cc3nc(C)cc(C)n3n2)c1	-5.1	10.3	-55.2	-3.9	nt	2.8[20 µM]	0.0106	4.8	-0.8
9	CCN(c1ccc(NC(=O)COC(=O)c2ccc(C)c(S(=O)(=O)N3CCOCC3)c2)cc1)C(C)C	-1.1	-15.8	27.6	6.5	-6.8	-10.1[20 µM]	1.48	-12.5	0.5
10	Cn1c(=S)[nH]c2cccnc21	-3.7	-1.5	12.5	5.7	-1.1	-2.6	0.763	-8.5	-0.2
11	COC(=O)c1ccccc1NC(=O)c1ccco1	1.4	13.8	17.2	-0.6	2.7	-11.2	nt	3.5	-0.4
12	CC(C)C1C(C#N)=C(N)Oc2n[nH]c(C(C)(C)C)c21 (stereo unspecified)	-2.4	9.8	2.8	-2.8	-2.5	-14.4	nt	-0.8	0.3
13	Cc1cc(=O)n2[nH]c(-c3ccc(F)cc3)nc2n1	0.6	12.4	-1.9	-1.2	-3.9	-28.2	0.222	13.1	-0.2
14	Oc1ccccc1/C=N/NC(=S)NC1CC2CCC1C2 (stereo unspecified)	3.4	6.9	-17.2	-5.2	0.7	-0.6	14.8*	-1.5	0.4
15	CCC(C(=O)NC1CCCCC1)N(Cc1cccs1)C(=O)c1snc(C(N)=O)c1N (stereo unspecified)	-12.1	-0.1	-55.2	-6.0	8.2	-20.2	-0.927	-4.7	0.0
16	COc1cccc(C(=O)COc2ccccc2-c2ccccc2)c1	-5.7	17.8	8.5	-16.3	0.2	-13.8	0.0894	16.6	0.3
17	Cc1ccc2nc(NCc3ccco3)c(C=NCc3ccco3)c(=O)n2c1	3.0	7.2	-140.4	3.3	-0.3	-7.4	nt	0.9	0.1
18	COCCn1c(C)cc(C(=O)CSc2nc(C)nc3sc4c(c23)CCC4)c1C	nt	nt	nt	nt	-5.3	-27.6[20 µM]	-1.44	nt	0.2
19	Cc1csc(N(C(=O)c2cccc(S(=O)(=O)N3CCCC3)c2)c2ccccc2)n1	-6.7	2.0	-12.8	-6.9	2.4	-12.5[20 µM]	-0.364	-6.2	0.3
20	COc1cccc(CN2CCN(C(=O)c3ccc(-c4ccccc4)cc3)CC2)c1	-0.8	0.2	1.4	-9.8	-6.6	-17.3	0.00511	6.5	-0.8

item	smiles	thrombin 1536	FXIIa inh 1536	m-calpain inh	hK5 inh	Rad51 HR inh	Furin inh	KCC2 mod	FXIa inh	PERK inhibitor
21	Cn1nc(-c2ccccc2)c(CO)c1Oc1ccc(F)cc1	-9.2	2.8	-1.1	-12.3	-5.5	-18.7	0.94	-3.8	-0.5
22	CSc1nc(NCc2ccco2)c2ccccc2n1	-1.0	12.0	-44.5	0.9	-2.4	-27.0[20 µM]	nt	2.5	-1.1
23	Cc1cc(C)nc(SCC(=O)Nc2ncc(Cc3cccc(Cl)c3)s2)n1	-2.0	2.0	2.0	-5.1	nt	-16.3	-0.0911	-1.9	-0.3
24	CN(CC(=O)Nc1ccc(N2CCOCC2)cc1)CC(=O)Nc1ccc(N2CCOCC2)cc1	-1.6	0.7	46.0	2.3	-13.0	-21.2	0.517	-2.1	0.5
25	Cn1c(=O)c2c(nc(Br)n2Cc2ccc3ccccc3c2)n(C)c1=O	-5.0	-9.2	-10.9	9.5	-6.6	-18.5	0.161	-0.9	0.1
26	CC12CCC(C(=O)NCc3ccc4c(c3)OCO4)(C(=O)C1=O)C2(C)C (stereo unspecified)	-1.6	10.2	-28.9	-8.4	-10.4	-11.5[20 µM]	nt	-3.2	2.1
27	CC(C)CNS(=O)(=O)c1ccc(CCC(=O)NCc2ccco2)cc1	-0.8	-5.7	-4.3	3.6	-0.8	-15.3[20 µM]	0.573	-9.1	0.5
28	Cc1ccc(C(=O)NCC(=O)OCC(=O)Nc2cc(C)c(C)cc2[N+](=O)[O-])cc1	-6.2	1.2	5.1	-24.9	2.6	-11.1	-2	-1.2	0.4
29	CSc1cccc(NC(=S)NCCCO)c1	-1.9	6.6	3.8	-2.7	-4.3	-10.0	1.08	1.1	-0.4
30	CCCC(=O)Nc1nnc(-c2ccco2)s1	-4.3	5.4	2.1	-2.2	6.0	-33.0	-0.208	-6.1	-0.3
31	O=C(Nc1ncccn1)c1cc([N+](=O)[O-])cc([N+](=O)[O-])c1	-3.2	0.8	-5.6	-7.4	-1.4	-3.5	0.0174	-4.5	0.3
32	O=C(NC1CCCc2ccccc21)C1CCN(c2c3c(nc4ncnn24)CCC3)CC1 (stereo unspecified)	1.6	13.2	1.6	3.5	-3.0	3.4[20 µM]	-1.17	2.5	-0.5
33	CCN1C(=O)C(CC(=O)Nc2ccccc2)N(Cc2ccccn2)C1=S (stereo unspecified)	-0.1	8.4	-3.8	-5.7	7.0	-20.2	-0.337	-4.2	-0.6
34	CC(=O)N1C=CN(C(C)=O)C(c2cn(C)c3ccccc23)C1c1cn(C)c2ccccc12 (stereo unspecified)	-1.5	11.1	-25.1	-19.6	6.0	-12.0	-0.0427	-1.2	-0.6
35	CCS(=O)(=O)Nc1cccc(C2=NN(S(=O)(=O)c3ccccc3)C(c3cccs3)C2)c1 (stereo unspecified)	-0.6	16.5	-55.1	4.6	4.2	-18.0	-0.0188	-3.2	-0.2
36	O=C1CC(c2ccccc2)Cc2nc3nc(C(F)(F)F)nn3cc21 (stereo unspecified)	0.3	7.5	5.6	6.5	nt	-0.2[20 µM]	nt	1.7	-0.3
37	CC(=O)N(NC(N)=O)C(C)CC(=O)C1C(C)C=CCC1(C)C (stereo unspecified)	-2.0	9.5	12.2	1.5	nt	-14.9	0.285	4.1	1.5
38	COC(=O)c1cnn(-c2ccccc2)c1C(OC)OC	-3.8	0.6	29.2	2.7	-27.6	-13.7	0.318	4.6	1.0
39	COc1ccc(NC(=O)c2ccc3c(c2)n(C)c(=O)n3C)cc1	1.5	2.8	-4.5	-8.2	-6.9	-17.3	1.33	-0.8	-0.6
40	COc1ccc(C(=O)NC(=S)NCc2cccnc2)cc1[N+](=O)[O-]	-2.4	6.8	2.6	1.6	-10.8	-14.1	-0.348	1.9	-0.3

item	smiles	thrombin 1536	FXIIa inh 1536	m-calpain inh	hK5 inh	Rad51 HR inh	Furin inh	KCC2 mod	FXIa inh	PERK inhibitor
41	C=C(C)Cn1c(CCNC(=O)CCC)nc2ccccc21	9.8	6.7	9.1	-11.8	-1.6	-17.7	0.3	-2.9	-1.2
42	CCOc1ccc(Nc2nc(N3CCCC3)nc(N3CCN(c4ccc(OC)cc4)CC3)n2)cc1	6.6	1.7	-16.4	-4.1	5.2	-14.8	0.557	-2.3	1.4
43	Cc1ccc(C(=O)CN(C(=O)c2ccc(Cl)c(Cl)c2)N2C(=O)C3CCCCC3C2=O)cc1 (stereo unspecified)	2.6	-5.8	26.1	-3.6	-6.1	-11.9[20 µM]	nt	-0.9	0.7
44	CCOC(=O)CNc1nc(Cl)nc(Nc2ccccc2)n1	-5.1	9.3	-21.8	1.4	8.1	-25.3	0.188	-1.1	1.7
45	O=C(NCCCC(=O)N1CCOCC1)c1cccnc1	6.7	18.3	-21.6	4.4	-2.9	-18.3	0.254	7.6	-0.6
46	CCOC(=O)c1ccc(NC(=O)c2nc[nH]c2C(=O)N2CCN(C(=O)OC(C)(C)C)CC2)cc1	-1.5	2.9	-11.2	0.3	-9.8	-27.5	-0.143	1.5	nt
47	O=C(CCCCn1c(=O)c2ccccc2n(Cc2ccccc2F)c1=O)NC1CCN(Cc2ccccc2)CC1	-7.3	8.1	-11.7	1.4	-0.1	-17.7	-0.00557	-1.3	-0.1
48	CNC(=S)NC1CC2CCC(C1)N2Cc1ccccc1 (stereo unspecified)	-6.5	1.6	15.1	7.9	0.4	-17.6[20 µM]	1.68	-9.1	0.6
49	Cc1cccc(NNC(=O)c2c(F)cccc2Cl)c1	-5.5	13.5	-16.8	-1.4	7.3	-4.7	1.1	2.8	1.0
50	Cc1ccc2ccc(S(=O)(=O)n3nc(C)cc3C)cc2c1	-5.8	-5.3	9.0	0.6	2.5	-14.3	nt	1.4	0.1
51	CC(=O)C(Sc1nccc(-c2cccs2)n1)C(C)=O	-16.2	12.7	-7.4	-2.1	-5.8	-28.0	-1.66	-5.7	0.3
52	O=C(O)CCC(=O)NNC(=O)c1ccc([N+](=O)[O-])cc1	-8.1	-0.1	-14.9	-5.7	9.0	-23.2	nt	-6.7	0.5
53	COc1ccc(-n2c(=S)[nH]c3cc(C(=O)NCCCN4CCCC4=O)ccc3c2=O)cc1OC	-8.5	4.1	-3.2	-20.0	1.3	-11.8[20 µM]	-0.489	-10.0	-0.2
54	NC(=O)c1ccc(Nc2nnc(-c3ccc(O)cc3)c3ccccc23)cc1	3.7	8.4	-76.0	4.2	-4.6	-11.9	0.0439	-10.1	1.0
55	CCOc1ccccc1N1CCN(C(=O)c2cc[n+]([O-])cc2)CC1	3.6	13.6	-13.8	-22.3	1.3	-11.6	0.136	4.0	-0.5
56	CN(C)S(=O)(=O)c1ccc(S(=O)(=O)N(CC(=O)Nc2ccccc2)CC2CCCO2)cc1 (stereo unspecified)	-0.9	24.5	5.5	-23.9	0.1	-26.5	nt	16.1	0.8
57	Cc1ccn2c(C(=O)N/N=C/c3ccc(CNC(=O)C(=O)Nc4ccc(C)c(C)c4)o3)c(C)nc2c1	-9.0	-4.7	-68.2	-11.1	-6.9	0.0	-1.28	-14.1	-0.3
58	Cn1c(SCC(=O)NNC(=O)Cc2ccccc2)nc2ccccc2c1=O	-18.7	-5.3	-6.1	-7.7	9.7	-27.0	0.316	-3.4	0.3
59	Cc1cccc(C)c1-n1c(C)cc(/C=N/NC(=O)c2ccncc2)c1C	-1.9	5.1	37.5	-0.5	-6.5	-7.7[20 µM]	nt	-2.6	0.5
60	CCOC(=O)Cc1csc(NC(=O)c2c(O)c3ccccc3n(CC(C)C)c2=O)n1	-4.0	10.6	-375.6	-4.0	2.1	-11.7[20 µM]	nt	-4.4	0.8
